SNCA expr inhib: SNCA gene expression inhibition; Potency, µM (top dose mostly 57.2 µM), inactives show at the top dose activity change, negative = inhibition, most hits filed as inhibitors; AID 1671194; hit rate 0.17% among 140,000; HEK-293 SNCA-luciferase knock-in, luminescence, 24 h;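 further: potency means the concentration at half of the fitted maximal effect; plate controls were DMSO cells for no effect and cell-free wells for full effect; nearly all actives have a fitted effect of over 45% in size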
GPT2 inh: blocks human glutamate pyruvate transaminase 2. Recombinant GPT2, coupled pyruvate oxidase/HRP Amplex Red fluorescence. Q8TD30. hit rate 0.25% among 100,000. Potency, µM (highest dose often 57.7 µM), for inactives: top-dose activity change, negative = inhibition, usual class: inhibitors; further: potency means the concentration at half of the fitted maximal effect; nearly all actives have a fitted effect of over 60% in size; many of its hits are not listed in these tables
Target sequence (Q8TD30 whole entry, looked up): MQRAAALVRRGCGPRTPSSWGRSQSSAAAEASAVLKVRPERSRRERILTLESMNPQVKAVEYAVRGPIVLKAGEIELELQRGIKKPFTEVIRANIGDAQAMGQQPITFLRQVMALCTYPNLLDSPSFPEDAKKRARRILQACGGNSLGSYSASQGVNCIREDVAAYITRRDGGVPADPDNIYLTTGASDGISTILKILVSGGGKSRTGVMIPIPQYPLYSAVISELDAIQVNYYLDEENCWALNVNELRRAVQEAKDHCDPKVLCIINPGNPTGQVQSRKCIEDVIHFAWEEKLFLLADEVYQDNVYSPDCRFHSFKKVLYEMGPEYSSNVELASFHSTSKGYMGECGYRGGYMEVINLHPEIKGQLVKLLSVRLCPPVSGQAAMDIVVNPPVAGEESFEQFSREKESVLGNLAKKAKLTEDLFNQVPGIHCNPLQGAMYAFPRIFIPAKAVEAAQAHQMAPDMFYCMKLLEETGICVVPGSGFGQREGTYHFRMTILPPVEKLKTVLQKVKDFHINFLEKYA
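GPT2 10ng/uL, a-KG 250uM, L-Ala 2mM, HEPES pH7.5 + 0.0001% Tween; 30 min RT. Then Amplex mix (PO/HRP/ThPP), 30 min RT dark, fluorescence. AOA 50uM used as positive control.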
FLuc inh: Photinus pyralis luciferase inhibition; hit rate 2.5% among 76,000; Potency, µM (highest dose often 115 µM), for the others: at the top dose activity change, negative = inhibition, hits mostly inhibitors; AID 1347043; purified P. pyralis luciferase, luminescence, biochemical; further: potency means the concentration at half of the fitted maximal effect; nearly all actives have a fitted effect of over 65% in size
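Cell-free enzyme assay, 10nM P. pyralis luciferase, luciferin and ATP each at 10uM. Inhibition profiled over a 6-point titration, read as luminescence.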
HEK cytotox: cytotoxic compounds in HEK 293 cells. hit rate 6.6% among 94,000. HEK 293 viability, ATP luminescence (CellTiter-Glo), 48-72 h. Potency, µM (doses to about 115 µM), for inactives: at the top dose activity change, negative = cytotoxicity, hits mostly inhibitors; further: potency means the concentration at half of the fitted maximal effect; nearly all actives have a fitted effect of over 60% in size
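Viability of HEK 293 cells, plated at 250 cells/well, was judged by cellular ATP after compound treatment for 48 or 72 hr. Luminescence was imaged 10 min after CellTiter-Glo addition at room temperature.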
NIH3T3 tox: cytotoxic compounds in NIH 3T3 cells; NIH 3T3 viability, CellTiter-Glo ATP luminescence, 48-72 h; Potency, µM (titrated, usually from 96.7 µM), inactives show at the top dose activity change, negative = cytotoxicity, hits mostly inhibitors; hit rate 4.3% among 94,000; further: potency means the concentration at half of the fitted maximal effect; nearly all actives have a fitted effect of over 55% in size
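Luminescent ATP readout (CellTiter-Glo, 10 min RT) after 48 or 72 hr compound exposure of NIH 3T3 cells seeded at 400 cells/well in 1536-well format; quantitative HTS.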
IP6K1 inh: blocks human inositol hexakisphosphate kinase 1; AID 1645851; activity change, % (series mostly up to about 58 µM); hit rate 0.81% among 140,000; IP6K1 kinase, ADP-Glo luminescence, 2 h; hits give low values; in the data active means activity change below about -25%
Target sequence (Q92551 whole entry, looked up): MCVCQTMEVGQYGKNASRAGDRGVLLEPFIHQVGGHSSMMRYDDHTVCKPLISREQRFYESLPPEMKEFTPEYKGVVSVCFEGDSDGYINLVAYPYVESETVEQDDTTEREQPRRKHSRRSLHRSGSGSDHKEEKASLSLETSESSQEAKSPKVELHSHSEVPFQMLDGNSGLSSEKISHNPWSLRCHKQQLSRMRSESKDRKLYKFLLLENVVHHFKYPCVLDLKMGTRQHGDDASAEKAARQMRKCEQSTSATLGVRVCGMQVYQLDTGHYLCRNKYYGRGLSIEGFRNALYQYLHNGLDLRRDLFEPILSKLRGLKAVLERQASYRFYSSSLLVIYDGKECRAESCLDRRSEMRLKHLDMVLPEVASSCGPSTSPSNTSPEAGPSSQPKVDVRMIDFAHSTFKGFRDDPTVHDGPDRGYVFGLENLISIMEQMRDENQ
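ADP-Glo luminescence measures ADP made by human IP6K1 during a 2 h RT reaction with ATP/IP6 (mix at 1.3 mM/130 uM); top library doses 57.5 and 19.1 uM final.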
HEK293 viab: cell viability loss counter-screen | HEK-293-SNCA-luc viability, GF-AFC fluorescence, 24 h | Potency, µM (series often up to 57.1 µM), for inactives: at the top dose activity change, negative = cytotoxicity, actives largely listed as cytotoxic | hit rate 0.12% among 150,000 | AID 1671193;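 further: potency means the concentration at half of the fitted maximal effect; 0% = DMSO-treated cells and -100% = medium-only wells without cells; nearly all actives have a fitted effect of over 30% in size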
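HEK-293-SNCA-luc cells (1500/well) plated 24 h, then exposed 24 h to a dilution series; GF-AFC added 30 min at 37C, fluorescence 405/540 nm; normalised to medium-only and DMSO wells, Hill fit.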
* marks the source's active call; other numbers are inactive results; i = inactive; ? = inconclusive; nt = no result given; [ ] = remark or other dose. Unless noted, the call rests on the fitted dose curve; in most records, active means well fitted curve in the direction sought with a large enough effect; inconclusive means small, poorly fitted or top-dose-only effect, or another doubt; inactive means no such curve, though single readings can be large; an effect the other way counts as inactive or inconclusive. Unless noted, on the % scale 0 is the no-effect control and ±100 the full control effect.

no. | canonical_smiles | SNCA expr inhib | GPT2 inh | FLuc inh | HEK cytotox
1 | Cc1ncsc1CN1CCCC(c2[nH]ccc2C(N)=O)C1 (centres undefined) | ? | i | 6.5% | 0.5%
2 | CCNC(=O)[C@@H]1C[C@H](n2cc(CN(C)C(=O)Nc3ccc(C)cc3)nn2)CN1 | 21.9% | -11.4% | -1.9% | -8.1%
3 | Fc1ccc2nc(CO[C@H]3CN(C4CCOCC4)C[C@H]3F)[nH]c2c1 | 7.3%[87.6 µM] | 3.8%[88.5 µM] | 12.5%[172 µM] | i
4 | Cc1cc(S(=O)(=O)N2CCC(Oc3ccc(C(N)=O)cn3)CC2)ccc1Cl | -10.7% | i | 5.6% | ?
5 | COc1ccc(CNC(=O)C[C@@H]2O[C@H](CNC(C)=O)[C@@H](O)[C@H]2O)cc1 | 15.0%[87.6 µM] | -6.9%[88.5 µM] | 2.4%[172 µM] | i
6 | COc1ccc(-c2nnc3ccc(NC(C)C)nn23)nc1 | 14.3%[87.6 µM] | 0.5%[88.5 µM] | -9.3%[230 µM] | -10.0%[230 µM]
7 | O=C(Nc1ccccc1)C1CCCN(c2cnc3nccnc3c2)C1 (centres undefined) | 1.3% | -8.6% | -17.7% | ?
8 | Cc1cc(CN2CCN(c3ccc(F)cc3)CC2)cs1 | -7.6% | nt | nt | nt

no. | NIH3T3 tox | IP6K1 inh | HEK293 viab
1 | i | 1.5 | -1.4%[12.5 µM]
2 | -0.6% | 6.5 | -12.9%
3 | i | -3.7 | 3.5%[87.6 µM]
4 | ? | 4.3 | 1.5%
5 | 1.9%[174 µM] | 1.1 | 3.3%[87.6 µM]
6 | 50.1µM* | -9.5 | 1.3%[87.6 µM]
7 | -23.1% | -1.3 | -2.8%
8 | nt | -18.7 | 3.3%

(more compounds)
no. | canonical_smiles | SNCA expr inhib | GPT2 inh | FLuc inh | HEK cytotox
9 | Cc1nc(-c2cccc(NC(=O)N[C@H](C)c3onc(-c4ccc(F)cc4)c3C(=O)O)c2)no1 | -10.8% | 4.2% | -21.9% | -17.3%
10 | CC(=O)O[C@@H]1C=C2[C@H](CC[C@@]3(C)[C@@]2(O)CC[C@H]2Cc4c([nH]c5ccccc45)[C@@]23C)O[C@@H]1C(C)(C)O | nt | i | nt | nt
11 | Cc1nn(-c2ccccc2)c2c1C(C)N(CC1CN(C(=O)NC(C)C)C1)C2=O (centres undefined) | nt | nt | nt | -5.9%
12 | Cn1nc(C(=O)N2CC(c3nnc(-c4ccncc4)o3)C3(CCOCC3)C2)c2ccccc21 (centres undefined) | -4.5% | -5.9% | -14.2% | -7.4%
13 | CCOCCn1nc(C)cc1C(=O)NC1CC(c2cc(=O)[nH]c(N)n2)C1 (centres undefined) | -4.1% | -1.0% | -0.4% | -6.2%
14 | CCn1ccc2cc(S(=O)(=O)N3CCCN(C(=O)NCC(=O)OC)CC3)ccc21 | 21.2% | nt | nt | nt
15 | O=[S+]1([O-])NCC2(CCN(CC3CCCC3)CC2)Oc2ncccc21 | -32.4% | -21.3% | nt | -22.8%
16 | CC(C)OCCCNC(=O)c1cc2c(-c3ccc(Cl)cc3)nn(C)c2s1 | 19.9% | nt | nt | nt

no. | NIH3T3 tox | IP6K1 inh | HEK293 viab
9 | -5.1% | 1.6 | -1.4%
10 | nt | -0.2 | -3.3%[23.9 µM]
11 | -20.3% | 2.6 | nt
12 | -8.7% | 8.5 | -19.8%
13 | -12.2% | 33.1 | -11.6%
14 | nt | 30.3 | 25.2%
15 | -18.8% | 17.6 | -17.2%
16 | nt | 11.7 | 6.2%

Additional compounds follow:
no. | canonical_smiles | SNCA expr inhib | GPT2 inh | FLuc inh | HEK cytotox
17 | Cc1cccc(N2CCN(C(=O)c3cc4c(=O)n(C)c5ccccc5c4s3)CC2C)c1 (centres undefined) | -18.4% | nt | nt | nt
18 | CCc1cccc(C)c1NC(=O)Cn1c(=O)n(-c2ccccc2)c(=O)c2c1cc(C)n2C | -13.7% | i | 5.7% | -2.9%
19 | Cc1cc(Br)ccc1NC(=O)C1CCN(S(=O)(=O)c2ccc(Br)s2)CC1 | 41.3%[activator] | nt | nt | nt
20 | CSCC(=O)N1CCC(C2CCNC2)CC1 (centres undefined) | ? | -0.6% | -3.9% | i
21 | Cc1ccc(C(=O)N2CCCC(C(=O)N3CCC(c4ccccc4)CC3)C2)cc1 (centres undefined) | -3.0% | -3.7% | nt | ?
22 | COCC(=O)Nc1nc2c(s1)C[C@@H]1[C@](C)(CO)[C@H](O)CC[C@@]1(C)[C@@H]2CC(=O)N1CCC(C)CC1 | 4.8% | 1.7% | -2.6% | i
23 | CSc1cccc(NC(=O)c2ccc3c(c2)N(C)C2CCCCN2C3=O)c1 (centres undefined) | ? | i | ? | 39.8µM*
24 | Cc1ccc(C)c(NC(=O)CN2C(=O)c3cccnc3Oc3ccc(C)cc32)c1 | ? | nt | nt | nt

no. | NIH3T3 tox | IP6K1 inh | HEK293 viab
17 | nt | -5.9 | -8.8%
18 | 2.4% | -1.8 | ?
19 | nt | 3.1 | -18.6%
20 | i | -3.8 | -2.5%[12.5 µM]
21 | ? | -4.7 | 0.6%
22 | -5.7% | 3.6 | 0.9%
23 | ? | -8.8 | 19.7%[12.5 µM]
24 | nt | 19.0 | -3.4%

5 structures already listed, sorted by number of heavy atoms, smallest number first:
no. | canonical_smiles | SNCA expr inhib | GPT2 inh | FLuc inh | HEK cytotox
3 | Fc1ccc2nc(CO[C@H]3CN(C4CCOCC4)C[C@H]3F)[nH]c2c1 | 7.3%[87.6 µM] | 3.8%[88.5 µM] | 12.5%[172 µM] | i
5 | COc1ccc(CNC(=O)C[C@@H]2O[C@H](CNC(C)=O)[C@@H](O)[C@H]2O)cc1 | 15.0%[87.6 µM] | -6.9%[88.5 µM] | 2.4%[172 µM] | i
4 | Cc1cc(S(=O)(=O)N2CCC(Oc3ccc(C(N)=O)cn3)CC2)ccc1Cl | -10.7% | i | 5.6% | ?
17 | Cc1cccc(N2CCN(C(=O)c3cc4c(=O)n(C)c5ccccc5c4s3)CC2C)c1 (centres undefined) | -18.4% | nt | nt | nt
18 | CCc1cccc(C)c1NC(=O)Cn1c(=O)n(-c2ccccc2)c(=O)c2c1cc(C)n2C | -13.7% | i | 5.7% | -2.9%

no. | NIH3T3 tox | IP6K1 inh | HEK293 viab
3 | i | -3.7 | 3.5%[87.6 µM]
5 | 1.9%[174 µM] | 1.1 | 3.3%[87.6 µM]
4 | ? | 4.3 | 1.5%
17 | nt | -5.9 | -8.8%
18 | 2.4% | -1.8 | ?

The list goes on:
no. | canonical_smiles | SNCA expr inhib | GPT2 inh | FLuc inh | HEK cytotox
25 | CC(C)NC(=O)c1ccnc(-c2ccccc2S(=O)(=O)NC(C)(C)C)c1 | -3.4% | -5.6% | 2.0% | i
26 | O=C(Nc1cccn2nc(C3CCC3)nc12)c1ccc(F)cc1F | -0.4% | 4.7% | 0.1% | -6.3%
27 | CC(=O)Nc1ccc(-c2c(-c3ccccc3)ncn2Cc2ccnc(C)c2)cc1 | 9.9% | 0.1% | 3.1% | ?
28 | CCCCOc1ccccc1C1CC(=O)Nc2ccc3ccccc3c21 (centres undefined) | ? | nt | nt | nt
29 | O=C(Nc1ccc(F)cc1)c1csc2c1CCCCC2 | 119.0%[activator] | nt | nt | nt
30 | COc1cccc(CNC2(Cc3cc(COc4ccccc4)on3)COC2)c1 | -2.6%[87.6 µM] | -12.6%[88.5 µM] | -5.6%[172 µM] | -18.0%[172 µM]
31 | CCOc1cc(C(C)(C)C)ccc1C1=N[C@@](C)(c2ccc(Cl)cc2)[C@@](C)(c2ccc(Cl)cc2)N1C(=O)N1CCN(CC(=O)N2CCOCC2)CC1 | ? | -2.6%[27.3 µM] | nt | nt
32 | CC1CCN(S(=O)(=O)c2ccc3c(c2)N(CC(=O)NCCc2ccccc2)C(=O)CO3)CC1 | 0.9% | nt | nt | nt

no. | NIH3T3 tox | IP6K1 inh | HEK293 viab
25 | -5.7% | -2.0 | -22.4%
26 | -17.5% | 1.9 | -1.3%
27 | ? | 6.6 | 12.0%
28 | nt | 15.1 | ?
29 | nt | 15.1 | 2.5%
30 | -7.2%[138 µM] | 9.2 | 0.5%[87.6 µM]
31 | nt | -17.9 | ?
32 | nt | 1.4 | ?

The list continues:
no. | canonical_smiles | SNCA expr inhib | GPT2 inh | FLuc inh | HEK cytotox
33 | CCc1nc2c(c(-c3ccc(O)cc3)n1)CCN(C(=O)Cc1ccc(F)cc1)CC2 | -0.2% | i | nt | -10.8%
34 | Fc1ccc(-n2ncc3c(NCCC4=CCCCC4)ncnc32)cc1 | 198.2%[activator] | nt | nt | nt
35 | COc1ccc(NC(=O)Nc2cccc(-c3noc(C)n3)c2)cc1 | 16.0% | nt | nt | nt
36 | Cc1cccc(S(=O)(=O)c2cn(Cc3ccc(F)cc3)c3cc(N4CCOCC4)c(F)cc3c2=O)c1 | -21.3% | nt | nt | nt
37 | CCCNC(=O)N1CCCCC1c1noc(COc2ccc(C)cc2)n1 (centres undefined) | 19.3% | i | -8.5% | ?
38 | O=C(Cn1nc2c(cc1=O)CCCCC2)Nc1cccc(Cl)c1 | -9.3% | -2.7% | -4.7% | -23.4%
39 | CC(=O)N1C[C@@H]2CCCN3CCC[C@@H]([C@H]23)[C@H]1CCCC(=O)N1CCN(c2ccccc2)CC1 | -8.0% | 3.1% | -4.8% | 9.1%
40 | C=Cc1ccc(Cn2nc(-c3ccc(C)c(S(=O)(=O)N(CC)CC)c3)ccc2=O)cc1 | 4.6% | nt | nt | nt

no. | NIH3T3 tox | IP6K1 inh | HEK293 viab
33 | -24.4% | 20.1 | -3.7%
34 | nt | 10.5 | 9.8%
35 | nt | 19.9 | -5.0%
36 | nt | 12.5 | 3.1%
37 | -23.8% | -5.4 | -0.5%
38 | -11.8% | 21.9 | -7.0%
39 | i | 2.3 | -13.0%
40 | nt | -9.7 | -2.5%

(next part)
no. | canonical_smiles | SNCA expr inhib | GPT2 inh | FLuc inh | HEK cytotox
41 | Cc1cnc(C(=O)N[C@@H]2CCC[C@@H]2C(=O)NCc2ccccc2)cn1 | -21.7% | 2.3% | -5.6% | i
42 | CC(C)=CCn1c(-c2ccccc2Cl)cn2cc(C(=O)NCC(C)O)nc2c1=O (centres undefined) | -14.6% | i | -5.8% | -14.8%
43 | Cc1cccc2c1nc1n2[C@@H](CNC(=O)c2ccc(F)cc2)COC1 | 5.9%[87.6 µM] | -4.6%[88.5 µM] | 5.9%[172 µM] | ?
44 | COCCCNC(=O)C1c2ccccc2C(=O)N(C2CCCCC2)C12CCCCC2 (centres undefined) | -20.3% | -12.2% | -9.2% | ?
45 | O=C(c1cccc(Cl)c1)N1CCCC(C(=O)N2CCC(c3ccccc3)CC2)C1 (centres undefined) | -6.0% | -4.0% | nt | ?
46 | COc1ccc(NC(=O)N2CCCC(c3nn[nH]n3)C2)cc1 (centres undefined) | 7.1% | -27.7% | -14.7% | i

no. | NIH3T3 tox | IP6K1 inh | HEK293 viab
41 | i | 7.8 | -0.6%
42 | -3.9% | 2.3 | 0.3%
43 | -11.9%[138 µM] | -14.1 | -11.7%[87.6 µM]
44 | -23.7% | 37.9 | -25.8%
45 | ? | -10.3 | -0.9%
46 | i | -12.6 | 2.3%
